# Myeloid diff MLP: compounds promoting myeloid differentiation | 360,000 tested, 1% active | ER-HoxA9 myeloid progenitors, lysozyme-GFP differentiation, flow cytometry | AID 624256 | calls only at 10 µM;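 active means normalized GFP-positive differentiation at or above the plate's own cutoff, the solvent-only control mean plus 3 SD; inconclusive means no clear call, values can overlap the other calls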;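 further: cells exposed to compound for four days before flow analysis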
# KOR beta-arrestin-1: kappa opioid receptor blockers – cell-based, luminescence, uHTS (AID 1778) | KOR beta-arrestin recruitment, luminescence, antagonist mode; higher % means a stronger effect | inhibition, % at 10 µM, or IC50 in µM where a hit was titrated | 290,000 tested, 0.091% active; further: strong numbers were not always called active
# NTR1 ag: NTR1-driven beta-arrestin-GFP spot formation – imaging, U2OS cells, high content, primary screen (AID 493036); P30989; agonist mode; activation, % at 20 µM; 330,000 tested, 0.17% active;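 active means activation at or above 40% of the spot to cytoplasm intensity ratio, with at least 20 cells analyzed; inconclusive means wells under 20 cells, flagged as cytotoxic or low count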;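 further: 0% = DMSO without peptide and 100% = 100 nM NTR1 peptide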
# Target sequence (P30989 whole entry, looked up): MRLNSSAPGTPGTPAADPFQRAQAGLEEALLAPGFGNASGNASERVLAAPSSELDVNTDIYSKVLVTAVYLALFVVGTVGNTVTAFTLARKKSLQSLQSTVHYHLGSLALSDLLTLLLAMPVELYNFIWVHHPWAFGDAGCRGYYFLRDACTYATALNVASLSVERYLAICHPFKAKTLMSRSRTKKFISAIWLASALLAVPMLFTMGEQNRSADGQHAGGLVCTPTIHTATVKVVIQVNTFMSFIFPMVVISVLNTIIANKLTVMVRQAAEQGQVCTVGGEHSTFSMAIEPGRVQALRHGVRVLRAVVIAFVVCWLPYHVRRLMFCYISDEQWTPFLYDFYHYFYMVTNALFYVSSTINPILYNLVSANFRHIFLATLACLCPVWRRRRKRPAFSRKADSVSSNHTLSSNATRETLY
# NOD1 NF-kB reporter: inhibition of NOD1-driven NF-kB reporter – cell-based, luminescence, uHTS, primary screen (AID 1578) | NOD1-driven NF-kB luciferase reporter cells, luminescence; higher % means a stronger effect | inhibition, % at 4 µM; hits with a dose series show EC50 in µM | 290,000 tested, 1% active; in the data active means inhibition mostly above about 36%, no sharp cut-off; inactive means mostly below about 34%;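 further: HEK-293T reporter cells stimulated with the NOD1 agonist gamma-tri-DAP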
# GPR55 antagonists: GPR55 antagonists blocking LPI-driven arrestin recruitment, primary screen, imaging, U2OS, beta-arrestin-GFP, LPI agonist (AID 2013). U2OS GPR55 beta-arrestin-GFP translocation imaging, LPI antagonism; higher % means a stronger effect. inhibition, % at 10 µM; hits with a dose series show IC50 in µM. 290,000 tested, 0.13% active;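 active means spots per cell inhibited over 60%, with over 100 cells counted and total cytoplasm intensity under 500,000; inconclusive means wells with under 100 cells, flagged as likely toxic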;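 further: U2OS cells stably carrying GPR55 and arrestin-GFP stimulated by 5 µM LPI near EC80; imaged beta-arrestin-GFP aggregate spots per cell after agonist stimulation; plate controls were LPI-stimulated DMSO wells for no effect and DMSO wells without LPI for full effect; some results filed as inactive read as strong as hits; confirmed hits need IC50 under 10 µM and bright autofluorescent wells are also inconclusive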
# KOR beta-arrestin-2: kappa opioid receptor activators – cell-based, luminescence, uHTS, primary screen (AID 1777); activation, % at 10 µM, or EC50 in µM where a hit was titrated; 280,000 tested, 0.02% active; KOR beta-arrestin recruitment, luminescence; higher % means a stronger effect; in the data active means activation above about 50%, passing the limit was not always enough; further: a part of the inactive calls stands beside numbers as strong as those of hits
# GPR55 activation: selective activators of receptor GPR55 – imaging, U2OS cells, beta-arrestin-GFP redistribution, primary screen (AID 1961). U2OS GPR55 beta-arrestin-GFP redistribution imaging; higher % means a stronger effect. activation, % at 10 µM; hits with a dose series show EC50 in µM. 290,000 tested, 0.048% active;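 active means activation above 40% with more than 50 cells counted in the well; inconclusive means wells holding fewer than 50 cells, flagged as toxic or sparse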;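 further: U2OS osteosarcoma cells stably expressing GPR55 and beta-arrestin-GFP; plate controls were DMSO negative control for no effect and LPI positive control for full effect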
# T cell modulator: T cell immune modulators affecting CD8 T cell-vesicle binding; 330,000 tested, 0.068% active; 2C CD8+ T cell-vesicle binding, flow cytometry; stronger effect = lower value; AID 2052; calls only at 7 µM;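 active means response, share of CD8 T cells binding vesicles, and their 90th percentile fluorescence all below set limits, cut at about 80% in these data, passing the limit was not always enough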
#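 Assay system: 2C TCR transgenic mouse naive CD8+ T cells, MACS-purified | Read-out: CD8+ gate FL2 mean fluorescence as % of same-row positive control | Signal: High-throughput flow cytometry with anti-B7-1 and anti-CD8 staining | Timing: Binding step 1.5 h, 37 °C, antibody labelling 20 min, ice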
# NOD2 inhibition: NOD2 signaling inhibitors, cell-based, luminescence, uHTS, HEK293 (AID 1566); HEK293 NOD2/NF-kB luciferase reporter, luminescence; higher % means a stronger effect; one-dose inhibition, % at 4 µM; EC50 in µM for titrated hits; 290,000 tested, 0.63% active; further: many of its hits are not listed in these tables
# T cell modulator vesicle-bound %: also measured in T cell modulator; calls as there; double positive events, %; measured here: CD8+ vesicle-bound cell fraction;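 binding gate set so that unloaded-vesicle control wells show 10% double positive cells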
# NTR1 ag cell count 20 µM: also measured in NTR1 ag; calls as there; cell count; measured here: cell count, cytotoxicity flag
# Myeloid diff MLP GFP+ MAC1+ %: also measured in Myeloid diff MLP; calls as there; GFP+ MAC1+ double positive, %; measured here: differentiation confirmed by MAC1 staining
# Starred values were filed as active, the others as inactive; i = inactive; u = inconclusive; x = not tested or not shown; + = active, no number; [ ] = remark or other dose. Unless noted, no stated cut-off is given here; in the data, active means inhibition above about 50%; inactive means the rest. These rows are one share of the data; rates above refer to the full screens.
SMILES,Myeloid diff MLP,Myeloid diff MLP GFP+ MAC1+ %,KOR beta-arrestin-1,NTR1 ag,NTR1 ag cell count 20 µM,NOD1 NF-kB reporter,GPR55 antagonists,KOR beta-arrestin-2,GPR55 activation,T cell modulator,T cell modulator vesicle-bound %,NOD2 inhibition
CC1=C(C(=O)Nc2ccccc2)C(c2cccnc2)n2ncnc2N1 (configuration not stated),i,0.6,15%[20 µM],2.2,79,-10%,5%,-5.5%,-0.3%,i,52,2%
O=C1N=NC2=C1c1c3ccccc3c(O)n1CC2,i,0.4,19%,-1.2,88,-17%,-4%,-0.6%,0.3%,i,48,-5%
COc1ccccc1OCCC(=O)OCC(=O)c1c(N)n(C)c(=O)n(C)c1=O,i,0.4,-26%,-1.3,56,-18%,-19%,-4.2%,0.0%,i,58,14%
COc1ccccc1NS(=O)(=O)c1ccc(N/N=C/c2ccccc2OCC(=O)O)c([N+](=O)[O-])c1,i,1.1,6%,-0.2,66,-24%,11%,-9.2%,-0.3%,i,52,3%
COc1ccccc1NC(=O)C(C)n1cnc2c(oc3nc4c(cc32)CCCC4)c1=O (configuration not stated),u,x,-14%,2.0,61,-19%,12%,-2.0%,0.2%,i,42,-33%
Cc1cccc(NC(=O)Nc2cccc(F)c2)n1,i,0.7,-5%,2.2,37,-35%,-3%,-3.1%,0.4%,i,10,-5%
COc1ccc(CC(=O)Nc2ccc(-c3cn4ccccc4n3)cc2)cc1OC,i,4.2,-28%,-1.2,33,2%,5%,1.6%,0.1%,i,46,13%
Cc1c(C=O)c2ccccn2c1C(=O)c1ccc(Cl)c([N+](=O)[O-])c1,i,0.0,-32%,20,31,-26%,4%,-4.0%,-0.2%,i,30,12%
Cn1c(SCC(=O)OCc2ccccc2)nnc1-c1ccco1,i,1.1,-34%,-0.5,79,-19%,-2%,-0.3%,0.0%,i,16,12%
O=C(CNC(=O)Cc1ccc(Cl)cc1)NCC(=O)N1CCCCC1,i,0.5,1%,-1.1,56,-15%,9%,-1.1%,-0.1%,i,55,4%
N#Cc1c(/N=C/c2ccco2)sc2c1CCC2,i,1.5,28%,-0.2,32,-23%,10%,5.5%,-0.1%,i,28,-23%
Cc1ccc(NC(=O)CCNS(=O)(=O)c2ccc3c(c2)CCC(=O)N3)cc1C,i,0.7,-28%,-1.2,56,-25%,4%,0.1%,0.0%,i,7,2%
CS(=O)(=O)N(CC(=O)Nc1ccc(S(=O)(=O)N2CCOCC2)cc1)c1cccc(F)c1,i,1.0,-25%[20 µM],-0.8,49,10%,4%,x,0.2%,i,9,0%
Cc1ccc(CSc2nc3ccccc3c(=O)n2Cc2ccco2)cc1,i,0.5,-49%,6.4,46,40%,11%,-0.4%,0.3%,i,49,12%
Cc1c(NC(=O)CSCc2ccc(Br)cc2)c(=O)n(-c2ccccc2)n1C,i,0.8,-4%,0.8,70,-53%,1%,-0.1%,-0.2%,i,3,6%
CC(C)(C)c1cc(CN2CCOCC2)c(C(=O)O)o1,i,1.2,2%,-0.3,31,-23%,7%,0.4%,-0.1%,i,22,-10%
COC(=O)c1ccc(-c2sc3nc(N4CCOCC4)c4c(c3c2N)CCCC4)o1,x,x,-45%,11,61,35%,1%,2.0%,0.0%,i,48,-1%
CCCN1CCN(C(=S)Nc2ccc(S(N)(=O)=O)cc2)CC1,i,0.2,-8%,-0.1,39,-4%,-1%,-0.6%,-0.6%,i,56,15%
Cc1cccn2c(=O)c3cc(C(=O)NC4CCS(=O)(=O)C4)n(Cc4ccccc4)c3nc12 (configuration not stated),i,0.0,-20%,23,77,28%,13%,2.8%,-0.1%,i,27,7%
COc1ccc(CNC(=O)C2CCC(CNc3c(N4CCCCC4)c(=O)c3=O)CC2)cc1 (configuration not stated),i,0.6,-8%,-0.7,71,1%,14%,1.6%,-0.1%,i,45,12%
COC(=O)/C=C1\N/C(=N\c2nc(C)cc(C)n2)N(c2ccc(C)cc2)C1=O,i,0.1,3%,-0.6,91,8%,5%,2.1%,0.1%,i,58,10%
Cc1cc(C)cc(C(=O)NC(CC(N)=O)c2ccc(NC3CCCCC3)c([N+](=O)[O-])c2)c1 (configuration not stated),i,0.2,17%,-5.9,85,-12%,5%,-1.3%,0.6%,i,18,-4%
CCN(CC)C(=O)c1sc(NC(=O)c2cc(-c3ccc(C)s3)nc3ccccc23)c(C(=O)OC)c1C,i,1.1,-29%,0.3,29,-52%,3%,0.7%,-0.2%,i,23,12%
O=C(O)c1cc(-c2ccco2)nc2cc3ccccc3cc12,i,0.8,16%,1.0,41,-6%,-2%,8.2%,-0.2%,i,36,9%
COc1cc(C(=O)Nc2ccc3c(c2)OCO3)c([N+](=O)[O-])cc1OC,u,x,2%,0.5,66,-12%,9%,-4.1%,-0.1%,i,69,-2%

# Individual results from the list.
# Myeloid diff MLP GFP+ MAC1+ %, Cc1cccc(NC(=O)Nc2cccc(F)c2)n1 stands at 0.7
# NOD1 NF-kB reporter, Cn1c(SCC(=O)OCc2ccccc2)nnc1-c1ccco1 stands at -19%

# (next part)
SMILES,Myeloid diff MLP,Myeloid diff MLP GFP+ MAC1+ %,KOR beta-arrestin-1,NTR1 ag,NTR1 ag cell count 20 µM,NOD1 NF-kB reporter,GPR55 antagonists,KOR beta-arrestin-2,GPR55 activation,T cell modulator,T cell modulator vesicle-bound %,NOD2 inhibition
COc1cc(NC(=O)c2ccco2)ccc1NC(=O)C(C)C,i,0.7,9%,-1.1,78,-10%,-2%,-4.0%,0.3%,i,47,-7%
CCc1nc2ccc(C(=O)Nc3nnc(C)s3)cc2nc1CC,i,0.3,10%,4.4,42,-62%,0%,-3.2%,0.7%,i,60,-12%
COCCCNC(=O)CN1C(=O)COc2ccc(S(=O)(=O)N3CC(C)CC(C)C3)cc21 (configuration not stated),i,0.0,-4%,0.5,62,1%,10%,3.2%,0.0%,i,28,8%
COc1ccc(OCc2cc(C(=O)N3CCC(OC)CC3)no2)c2ccccc12,i,1.3,12%,0.6,52,-69%,11%,-5.2%,0.0%,i,24,-27%
FC(F)(F)C12CC(c3ccccc3)=NCCN1CCN2 (configuration not stated),i,0.9,-13%,-3.4,60,-5%,9%,-9.9%,0.3%,i,48,-5%
CCN(CC)CCn1c(NC(=O)c2ccc(C)cc2)nc2ccccc21,i,0.6,x,1.1,70,-20%,-13%,x,0.8%,i,21,-29%
O=C(O)/C=C/c1cn(-c2ccccc2)nc1-c1ccc(-c2ccc([N+](=O)[O-])cc2)o1,i,0.5,10%,29,54,-6%,4%,5.2%,-0.1%,i,56,19%
COc1cc(-c2nnc(COC(=O)c3cccn3C)o2)cc(OC)c1OC,u,x,-25%,-0.1,47,-23%,9%,7.0%,-0.1%,i,21,22%
O=[N+]([O-])c1cccc(C(=NCc2ccccc2)NO)c1,i,0.2,9%[20 µM],0.5,56,58%,3%,-8.1%,-0.3%,i,56,15%
COc1cccc2c(=O)n(CC(=O)N3CCC(C)CC3)ccc12,i,1.2,-49%,-3.4,37,-13%,-1%,-4.4%,-0.3%,i,21,-2%
Cc1cc(C)n(-c2nc3ccccc3nc2N2CCN(C(=O)c3ccccc3)CC2)n1,i,0.9,-16%,0.0,50,-13%,14%,0.5%,4.9%,i,35,-9%
O=C(NC(=S)Nc1ccccc1N1CCOCC1)c1sc2ccccc2c1Cl,i,0.3,-20%,2.2,76,2%,22%,2.1%,-0.3%,i,48,20%
Cc1cccc(-n2ccnc2SCC(=O)O)c1C,i,0.2,26%,1.1,59,-30%,-6%,-1.2%,-0.5%,i,47,1%
COc1ccc(NC(=O)CSc2nc3c(c(=O)n2-c2ccc(C)cc2)SCC3)c(OC)c1,i,0.8,15%,3.3,70,10%,4%,-0.2%,0.1%,i,64,26%
COCCN(C(=O)COC(=O)c1ccccc1Oc1ccccc1)c1c(N)n(Cc2ccccc2)c(=O)[nH]c1=O,i,0.2,2%,0.7,47,9%,-9%,4.5%,-0.2%,i,61,14%
O=C(Nc1ccccc1C(=O)N1CCOCC1)C1CCC(=O)N1C1CCCC1 (configuration not stated),i,4.9,-45%,2.1,75,17%,-2%,13%,0.3%,i,37,-12%
C/C(CC(=O)Nc1cccc(Cl)c1Cl)=N\NC(=O)C(=O)N1CCCC1,i,0.7,11%,0.4,39,2%,-5%,-4.4%,0.6%,i,42,12%
COc1ccc(-c2cn3cc(C(F)(F)F)cc(Cl)c3n2)cc1,+,0.3*,-30%[20 µM],4.6,64,-24%,-12%,-3.0%,0.2%,i,60,-126%
CNC(=S)N/N=C/c1cc(Br)cc(Br)c1O,i,0.6,-29%,0.1,60,74%*,9%,-0.4%,-0.4%,i,53,32%
O=S(=O)(Cc1ccccc1)NCC1CCCN(Cc2ccc(F)c(F)c2)C1 (configuration not stated),i,0.2,18%,-0.8,37,-41%,3%,-1.2%,0.5%,i,17,17%
COc1ccc(NC(=O)c2cccnn2)cc1,i,0.5,2%,0.3,71,-20%,-1%,3.2%,0.3%,i,40,-9%
Cc1cc(C)nc(NC(=O)c2ccc(Cl)c([N+](=O)[O-])c2)n1,i,0.7,-14%,2.0,42,8%,9%,6.8%,-0.1%,i,41,1%
O=C1C2ON(c3ccc(Br)cc3)C(c3cccnc3)C2C(=O)N1C1CCCCC1 (configuration not stated),i,0.1,-15%,4.6,65,-15%,12%,7.2%,-0.2%,i,55,-4%
CCCCSc1nc2sc3c(c2c(=O)n1-c1ccc(OC)cc1)CCN(C)C3,i,0.9,9%,31,97,-1%,8%,-1.9%,3.0%,x,x,19%
Clc1ccc(CN2CCN(c3ncccn3)CC2)cc1Cl,i,0.3,-34%[20 µM],0.4,65,48%,8%,14%,-0.3%,i,59,-2%
CC(=O)Nc1ccc(Cl)cc1C(=O)O,i,0.5,16%,-0.8,41,-34%,4%,-3.0%,-0.1%,i,43,3%
CCN(CC)S(=O)(=O)c1ccc2[nH]cc(C(=O)NCCCN3CCCCC3C)c(=O)c2c1 (configuration not stated),i,3.7,-14%,1.0,62,-25%,-1%,2.6%,0.0%,i,16,2%
CN(CC(=O)Nc1ccccc1F)CC(=O)Nc1ccccc1Br,i,0.3,-7%,-0.9,53,2%,-1%,-0.3%,0.0%,i,26,0%
CN(C)c1nc2c(c(=O)[nH]c(=O)n2C)n1CCOc1ccccc1,i,0.5,-36%[20 µM],0.6,57,-28%,0%,-1.2%,0.0%,i,38,12%

# Screening data from PubChem.
